Bioassay records (PubChem BioAssay)
RAD52 anneal inh – blocks human RAD52 DNA annealing; recombinant RAD52 DNA annealing, FRET fluorescence; inhibition, % at 18.7 µM; 360,000 tested, 0.46% active; AID 651710;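 active = every replicate showing at least 50% inhibition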
esBAF inh – SWI/SNF esBAF complex inhibition; mouse ES cells, Bmi1-luciferase knock-in reporter, 24 h; 100% = twice the neutral-well signal; reporter increase, % at 12.5 µM; 350,000 tested, 2% active; in the data active = activation above about 40%;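 also: 0% = median of the plate's neutral control wells and 100% = double that signal; a rise in the Bmi1 reporter signal indicates esBAF inhibition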
ERAP1 HTS inh – ERAP1 (human) enzyme inhibition; Q9NZ08; recombinant ERAP1, Leu-AMC fluorescence, 60 min; inhibition, % at 10.7 µM; 340,000 tested, 0.15% active;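 active = mean replicate inhibition of at least 30%, or all replicates individually reaching that 30% level; inactive = mean below 30% and not every replicate reaching it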;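 also: 0% = neutral control wells and 100% = L-leucinethiol positive control wells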
Target sequence (Q9NZ08 whole entry, looked up): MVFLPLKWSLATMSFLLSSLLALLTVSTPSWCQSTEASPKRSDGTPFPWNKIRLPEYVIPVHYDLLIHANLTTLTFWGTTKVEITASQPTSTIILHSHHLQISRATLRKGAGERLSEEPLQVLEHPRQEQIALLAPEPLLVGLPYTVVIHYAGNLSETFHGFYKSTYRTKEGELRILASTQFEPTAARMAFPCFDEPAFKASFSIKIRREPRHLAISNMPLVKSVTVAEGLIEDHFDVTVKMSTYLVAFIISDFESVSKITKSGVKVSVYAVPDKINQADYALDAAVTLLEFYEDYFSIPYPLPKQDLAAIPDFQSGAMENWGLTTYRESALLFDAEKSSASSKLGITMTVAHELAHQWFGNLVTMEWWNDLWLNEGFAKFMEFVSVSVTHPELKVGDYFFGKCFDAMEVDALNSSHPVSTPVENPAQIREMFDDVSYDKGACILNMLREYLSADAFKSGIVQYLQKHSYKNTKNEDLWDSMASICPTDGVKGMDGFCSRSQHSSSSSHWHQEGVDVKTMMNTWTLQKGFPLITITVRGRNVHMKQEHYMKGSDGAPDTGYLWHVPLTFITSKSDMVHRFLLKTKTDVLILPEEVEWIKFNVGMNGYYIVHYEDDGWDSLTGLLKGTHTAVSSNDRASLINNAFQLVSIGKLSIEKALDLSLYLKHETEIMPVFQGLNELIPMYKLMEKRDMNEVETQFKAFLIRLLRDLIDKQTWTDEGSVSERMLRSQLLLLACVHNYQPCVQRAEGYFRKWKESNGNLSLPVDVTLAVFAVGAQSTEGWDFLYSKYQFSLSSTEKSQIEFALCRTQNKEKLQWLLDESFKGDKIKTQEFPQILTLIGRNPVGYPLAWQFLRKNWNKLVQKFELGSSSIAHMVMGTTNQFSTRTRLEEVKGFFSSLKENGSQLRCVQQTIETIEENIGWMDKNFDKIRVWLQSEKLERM
CFTR F508del cor – correctors of CFTR F508del function in bronchial epithelial cells | CFBE cells, YFP halide quenching; stimulated with forskolin plus potentiator P3; % fluorescence drop versus neutral controls | activity (quench increase), % at 7.58 µM | 350,000 tested, 0.36% active | AID 720511;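 active = mean added fluorescence quench of at least 8% versus neutral control, with both replicates also reaching 8%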;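 also: cells transiently co-express mutant CFTR-F508del with the halide-sensitive YFP; corrector assay measuring rescue of mutant channel to the surface after 24 h compound exposure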
ARNT-TACC3 inh – ARNT/TACC3 interaction disruption; Q9Y6A5; AlphaScreen His-ARNT PAS-B/GST-TACC3 binding, luminescence; TACC3 fragment carries E629A point mutation; inhibition, % at 9.99 µM; 390,000 tested, 0.66% active;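 active = mean inhibition of replicates at least 50% and at least half of replicates each reaching 50%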;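 also: 0% = complete ARNT plus TACC3 wells and 100% = ARNT alone without TACC3; many hits fall short of the cut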
GSIS activator – primary screen for activators of insulin secretion dependent on glucose, INS-1E cells, GLuc reporter luminescence; INS-1E GLuc reporter insulin secretion, 2-3 h; activation, % at 16.6 µM; 370,000 tested, 0.61% active; AID 743287;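 active = lowest replicate activation of at least 40%, so every replicate reaches that level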;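 also: 0% = median of neutral control wells and 100% = median of IBMX positive control wells; some compounds called inactive have numbers as strong as hits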
RAD54 branch – RAD54 (human) branch migration inhibition | Q92698 | RAD54 Holliday junction branch migration, FAM/BHQ fluorescence | inhibition, % at 10.4 µM | 360,000 tested, 0.14% active;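 active = mean normalized replicate activity at least 40 and at least half of replicates scoring 40 or more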;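 also: 0% = median of neutral control wells and 100% = median of positive control wells; inhibitors cause a drop in the FAM fluorescence signal; in these data hits start at about 50%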
XiGFP reactiv – activators of X-chromosome reactivation in mouse fibroblasts; XiGFP mouse fibroblasts, % GFP-positive cells imaging, 3 d; cells co-treated with 5-aza-dC sensitizer; scaled so ellipticine positive control = 100%; AID 743238; activation, % at 7.58 µM; 360,000 tested, 0.055% active;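 active = mean normalized replicate activation at least 10% and every replicate at or above 10%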;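 also: 0% = median of on-plate neutral control wells and 100% = ellipticine 6 µM median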
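System: 68-5-11 XiGFP fibroblast line; Timing: 3 days compound exposure; Compound dosing: one concentration, pinned; Benchmarks: positive control ellipticine, 6 µM final; Buffer or medium: DMEM containing 5-aza-dC.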
* hit, by the source's call; x = not tested or not shown; & = joins results of further samples.

SMILES | RAD52 anneal inh | esBAF inh | ERAP1 HTS inh | CFTR F508del cor | ARNT-TACC3 inh | GSIS activator | RAD54 branch | XiGFP reactiv
COc1ccc2c(c1)c1nc3ccccc3nc1n2Cc1ccc(OC(C)C)c(OC)c1 | x | x | x | x | -2 | -11 | -1 | 0.2
O=C(C[C@H]1CC[C@@H]2[C@H](COC[C@@H](O)CN2C(=O)Nc2ccccc2)O1)NCc1ccccc1F | -9 | 1 | 1 | -2.2 | 5 | 5 | 3 | 0.1
C/C(=N\Nc1cccc2cccnc12)c1ccc(N)cc1 | 21 | 64* | -2 | 4.5 | 44 | 20 | x | -0.3
CCCNC(=O)C[C@@H]1CC[C@H]2[C@@H](COC[C@@H](O)CN2Cc2cccc(F)c2)O1 | 8 | -2 | -1 | 2.8 | -9 | 0 | -2 | 0.3
COc1ccc(NC(=O)CN(C)C(=O)CCC2CCCC2)cc1 | -10 | -2 | -2 | 1.3 | -6 | 3 | -9 | 0.2
CCOc1ccccc1/C=N/NC(=O)CSc1n[nH]c(=O)[nH]c1=O | -14 | x | 0 | 0.6 | -1 | 1 | x | 0.1
CC(C)C(=O)Nc1ccc2c(c1)C(=O)N(C)[C@H]1CC[C@H](CC(=O)NCc3ccc(F)cc3)O[C@@H]1CO2 | 11 | 1 | -1 | 2.1 | -12 | 1 | -1 | 0.4
C[C@H](CO)N1C[C@H](C)[C@H](CN(C)S(=O)(=O)c2cn(C)cn2)OCCCC[C@H](C)Oc2ccc(NC(=O)C3CCCCC3)cc2C1=O | 3 | 2 | -5 | -0.6 | -1 | -7 | -10 | -0.7
Cc1cc(C(=O)Nc2ccc(Cl)cc2)c(C)n1Cc1cccs1 | -16 | x | 0 | -0.3 | 2 | -1 | x | 0.1
COC(CN1CCc2c(C)nc3c(C#N)cnn3c21)OC | -9 | x | 5 | 1.2 | -2 | 26 | x | -0.2
CC(=O)c1ccc(NC(=O)c2ccc3c(=O)n4c(nc3c2)CCCCC4)cc1 | -28 | 15 | 1 | -0.3 | -20 | 17 | -4 | 0.2
CCOC(=O)CSc1nnc(CNC(=O)c2cccs2)n1Cc1ccccc1 | x | 2 | x | x | -8 | 0 | 1 | x
Cc1ccccc1NC(=O)COC(=O)CCSc1ccccc1 | -28 | x | -3 | -0.1 | -5 | -7 | x | 1.9
CCn1c(P(C)(=O)O)nc2cc(NC(=O)c3ccccc3Cl)ccc21 | -9 | 2 | 0 | -0.6 | -13 | 2 | x | -0.1
O=C1CC(N2CCc3ccccc32)C(=O)N1c1ccccc1 (centres undefined) | -12 | 18 | 5 | 1.1 | -2 | 12 | 4 | -0.1
COc1cc(/C=C2\SC(=O)N(CCNC(=O)c3sc4cc(F)ccc4c3Cl)C2=O)cc(OC)c1OC | -51 | -4 | -5 | 0.2 | -12 | -3 | 1 | 0.0
CCOC(=O)C(C(=O)NCc1ccc(C)cc1)c1ncc(C(F)(F)F)cc1Cl (centres undefined) | x | -7 | x | x | 0 | -23 | -1 | x
Cc1noc(C)c1S(=O)(=O)Nc1ccc2c(c1)CC(=O)N([C@H](C)CO)C[C@H](C)[C@H](CN(C)S(=O)(=O)c1ccccc1)O2 | -1 | 0 | 0 | 1.3 | -7 | 6 | -2 | -0.8
O=C(c1cccc(F)c1)N1CC(=O)N2[C@@H](CO)[C@H](c3ccc(/C=C/c4ccccc4)cc3)[C@@H]2C1 | 10 | x | -4 | 7.2 | x | -11 | x | 0.1
CC(=O)N(C)C[C@@H]1Oc2cc(C#C[C@@H](C)O)ccc2S(=O)(=O)N([C@H](C)CO)C[C@@H]1C | 2 | -1 | -2 | 0.0 | 6 | 14 | 5 | -0.8
Oc1ccc(NCc2ccc(OCc3ccccc3)cc2)cc1 | -4 | 12 | -3 | 0.3 | 0 | 4 | -27 | 0.2
CCCCOc1ccc(NC(=O)CSc2cccc3cccnc23)cc1 | 4 | x | 0 | 2.8 | 13 | 9 | -4 | 0.4
Cc1ccc(NC(=O)CN2C(=O)S/C(=C\c3cc(C)n(-c4cccc(C(=O)O)c4)c3C)C2=O)cc1 | -25 | x | 7 | 1.4 | 6 | -17 | x | 0.1
CCN(CCNC(=O)C1=C(C)C(=O)OC12CCC(C)CC2)c1ccccc1 (centres undefined) | -8 | x | -2 | 0.2 | -2 | -45 | -2 | 0.0

Part of the list above, with two lines to a compound.
Order of results – RAD52 anneal inh, esBAF inh, ERAP1 HTS inh, CFTR F508del cor, ARNT-TACC3 inh, GSIS activator, RAD54 branch, XiGFP reactiv
> CCOC(=O)C(C(=O)NCc1ccc(C)cc1)c1ncc(C(F)(F)F)cc1Cl (centres undefined)
    x, -7, x, x, 0, -23, -1, x
> Cc1noc(C)c1S(=O)(=O)Nc1ccc2c(c1)CC(=O)N([C@H](C)CO)C[C@H](C)[C@H](CN(C)S(=O)(=O)c1ccccc1)O2
    -1, 0, 0, 1.3, -7, 6, -2, -0.8
> O=C(c1cccc(F)c1)N1CC(=O)N2[C@@H](CO)[C@H](c3ccc(/C=C/c4ccccc4)cc3)[C@@H]2C1
    10, x, -4, 7.2, x, -11, x, 0.1

Additional compounds:
SMILES | RAD52 anneal inh | esBAF inh | ERAP1 HTS inh | CFTR F508del cor | ARNT-TACC3 inh | GSIS activator | RAD54 branch | XiGFP reactiv
O=C(C[C@H]1C=C[C@@H](NS(=O)(=O)c2ccccc2)[C@@H](CO)O1)N1CCc2ccccc2C1 | -1 | -1 | 1 | 2.2 | 3 | 12 | 2 | -0.5
Cc1c(OC(C)C(=O)NCc2ccncc2)ccc2c3c(c(=O)oc12)CCCC3 (centres undefined) | -5 | 5 | -1 | -0.8 | -3 | -22 | 5 | 0.0
CO[C@@H]1CN(C)C(=O)c2cc(NC(=O)C3CC3)ccc2OC[C@H](C)N(CCC(F)(F)F)C[C@@H]1C | -3 | -1 | 4 | 2.0 | 0 | 10 | -3 | 0.5
O=C(COC(=O)C1=COCCO1)NCc1ccc(F)cc1 | 2 | -4 | 1 | -0.1 | -3 | 38 | -4 | 0.1
COc1ccc2c(c1)-c1c(ssc1=S)C(C)(C)N2S(=O)(=O)c1ccc(C)cc1 | x | x | x | 1.4 | 1 | -9 | x | 0.4
Fc1ccc(COc2ccccc2CNCc2ccncc2)cc1 | -6 | x | -2 | -2.0 | x | 9 | x | 0.1
COc1ccc([N+](=O)[O-])cc1NC(=O)C(C)OC(=O)c1ccccn1 (centres undefined) | -5 | 2 | -5 | -1.4 | 1 | 0 | 4 | 0.2
CCCCc1nc2cc(C(=O)N3CCCC(COC)C3)ccc2o1 (centres undefined) | -20 | 63* | -1 | 1.6 | 1 | -4 | -3 | 0.4
Cc1cc(S(=O)(=O)ON2C(=O)c3ccccc3C2=O)ccc1F | -12 | -8 | 1 | -0.6 | 4 | 31 | -13 | 0.0
O=C(OCc1ccccc1)N1CCCC2CC1c1ccccc12 (centres undefined) | 2 | -2 | -2 | 2.0 | x | -29 | 4 | 0.0
NCCCNC(=S)NCCCN(Cc1ccc(Cl)cc1)c1ccc(Br)cn1 | 95* | 4 | 7 | 3.4 | x | 57* | 11 | 0.3
Cc1cccc(C)c1NC1=NCCCCC1 | -13 | x | 1 | 0.4 | 1 | 1 | x | -0.1
CSCC(=O)N1CCCC(N2CCN(c3ccc(F)cc3)CC2)C1 (centres undefined) | -10 | -3 | -4 | 1.9 | -1 | 3 | -8 | 0.0
O=C(CN1CCCC1)NN=C(c1ccccc1)c1ccccc1 | -4 | x | -2 | -3.5 | 6 | 2 | x | 0.0
CC1=C/C(=N\NC(=S)Nc2cccnc2)CC(C)(C)C1 | 3 | 1 | 2 | -8.4 | 9 | 7 | -10 | 1.2
Cc1csc2nc(CNC(=O)C3CC=CCC3C(=O)O)cn12 (centres undefined) | 7 | -2 | -5 | 1.3 | -1 | x | -12 | 0.0
COc1ccc(-c2nnc(N)s2)cc1OC | -6 | -5 | 3 | 3.8 | 0 | x | 10 | 0.1
CNC(=O)c1cc2ccc(OC)cc2oc1=O | x | 13 | x | x | -1 | 1 | 5 | x
COc1ccc(S(=O)(=O)N[C@H]2C=C[C@@H](CC(=O)O)O[C@H]2CO)cc1 | 11 | -3 | -3 | -3.2 | -1 | 16 | 2 | 0.1
O=C1/C(=C/c2ccco2)SC(=S)N1c1cccnc1 | -27 | 3 | 8 | 0.5 | 10 | -3 | -4 | 0.2
Cc1ccc2c(c1)[C@H]1[C@H](CO2)[C@H](c2ccccc2)[C@]2(C)C(=O)N(Cc3ccco3)CC(=O)N12 | -28 | -6 | 1 | -0.6 | 2 | -15 | -14 | 0.1
COc1ccc(C(=O)Nc2cccc(OC)c2)cc1 | -3 | 8 | 0 | -0.3 | -1 | 3 | -3 | x
Cc1cccc(C)c1NC(=O)c1cc(S(=O)(=O)N2CCc3ccccc32)cn1C | -9 | -8 | 5 | 1.3 | -7 | x | 6 | 0.0
COCC#Cc1ccc2c(c1)O[C@@H](CN(C)C(=O)CN(C)C)[C@@H](C)CN([C@H](C)CO)S2(=O)=O | -27 | 1 | 0 | -1.7 | -5 | 1 | -3 | -1.4
CC1(C)CCC(C)(C)NC(=S)N1 | -9&-10 | -5 | -1&1 | 1.1 | 3 | 15 | -3 | 0.0&0.0
O=C(C1CC1)N1[C@@H]2CNc3ccccc3[C@@H]2[C@@H]1CO | 0 | -6 | 4 | 0.3 | -7 | -2 | -5 | 0.2
Nc1nc(N)nc(-c2cc(F)ccc2O)n1 | -4 | 2 | x | 3.7 | 0 | -2 | 5 | -0.3
CC(C)C#Cc1ccc([C@@H]2[C@@H](CO)N3C(=O)CN(C(=O)Cc4ccccc4)C[C@H]23)cc1 | -16 | x | -1 | 0.5 | x | -5 | x | 0.0
CCNC(=O)Nc1ccc2c(c1)C(=O)N(C)[C@@H]1CC[C@H](CC(=O)NCc3cccc(F)c3)O[C@H]1CO2 | x | -2 | x | 2.1 | -24 | 1 | -17 | 0.4
CC1=NN(C(N)=S)C(=O)C1N=Nc1ccc(Cl)cc1Cl (centres undefined) | -11 | 79* | 8 | 1.1 | 0 | -18 | -2 | 0.3
OC[C@H]1[C@@H](c2ccc(Br)cc2)[C@@H]2CNCCCCN12 | 6 | -5 | -1 | 1.1 | 0 | 11 | -16 | 0.0
CC(C)(C)NC(=O)CSc1nnc(-c2c[nH]c3ccccc23)o1 | 8 | 22 | 5 | -3.6 | -10 | 1 | 1 | -0.1
FC(F)(F)c1cnc(NNC(=S)Nc2ccccc2)c(Cl)c1 | 12 | -17 | 11 | -1.1 | x | -15 | 2 | -0.1
NC(=O)CCS(=O)(=O)c1ccc(Cl)cc1 | -10 | 2 | 2 | -1.6 | -1 | 6 | -7 | -0.1
O=C(Nc1ccc(F)cc1)N1CC(=O)N2[C@H](C1)[C@@H](c1ccc(-c3ccc(F)cc3)cc1)[C@@H]2CO | 3 | x | 0 | 1.2 | x | -17 | x | 0.1
CN1c2ccc(-c3ccc(F)cc3)cc2[C@@H]2[C@@H](CCN2C(=O)Cc2ccccn2)[C@@H]1CO | -23 | 5 | 0 | 1.3 | 8 | -13 | 11 | 0.0
CC1CCC(NS(=O)(=O)c2cccc3nsnc23)CC1 (centres undefined) | -5 | 1 | 0 | 2.9 | 1 | 2 | -6 | x
C=CCN(C(=O)CNC(=O)c1cccs1)C(C(=O)NC(C)(C)C)c1ccccc1 (centres undefined) | -9 | x | -4 | -1.4 | 1 | 0 | x | 0.0
O=C1CCC(C(=O)N2CCCCCC2)CN1CCc1ccc(Cl)cc1 (centres undefined) | -13 | 0 | -2 | -1.4 | -3 | -2 | -9 | 0.0
CCC1(CC)Cc2ccccc2-c2nc(CN(C)C)[nH]c(=O)c21 | -13 | 1 | 0 | 0.8 | -4 | 54 | -6 | 0.3
C[C@@H]1ON(C2CCCCC2)[C@H]2c3nc4ccccc4n3C[C@@H]12 | -6 | -8 | 1 | 3.1 | -4 | 0 | 0 | 0.2
